IP6K1 inh = IP6K1 kinase inhibition | Q92551 | activity change, % (series mostly up to about 58 µM) | hit rate 0.81% among 140,000 | AID 1645851 | IP6K1 kinase, ADP-Glo luminescence, 2 h; hits give low values; in the data active means activity change below about -25%
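ADP-Glo luminescence measures ADP made by human IP6K1 during a 2 h RT reaction with ATP/IP6 (mix at 1.3 mM/130 uM); top library doses 57.5 and 19.1 uM final.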
HEK293 viab = reduces viability of HEK-293 SNCA reporter cells. Potency, µM (top dose mostly 57.1 µM), for the others: top-dose activity change, negative = cytotoxicity, actives largely listed as cytotoxic. hit rate 0.12% among 150,000. AID 1671193. HEK-293-SNCA-luc viability, GF-AFC fluorescence, 24 h;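 further: potency means the concentration at half of the fitted maximal effect; 0% = DMSO-treated cells and -100% = medium-only wells without cells; nearly all actives have a fitted effect of over 30% in size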
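Cytotoxicity counterscreen: after 24 h compound treatment of genome-edited SNCA-luciferase HEK-293 cells, live-cell protease substrate GF-AFC read by fluorescence after 30 min; activity scaled between DMSO (0%) and medium-only (-100%), curves Hill-fitted.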
HEK293 tox = kills HEK 293 cells. HEK 293 viability, ATP luminescence (CellTiter-Glo), 48-72 h. Potency, µM (titrated, usually from 115 µM), for the others: at the top dose activity change, negative = cytotoxicity, actives largely listed as inhibitors. hit rate 6.6% among 94,000; further: potency means the concentration at half of the fitted maximal effect; nearly all actives have a fitted effect of over 60% in size
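Luminescence from cellular ATP, measured with CellTiter-Glo, indicates HEK 293 viability. Cells plated at 250 cells/well are treated with compound for 48 or 72 hr at 37 degree Celsius before reagent addition.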
GPT2 inh = blocks human glutamate pyruvate transaminase 2 | Potency, µM (top dose mostly 57.7 µM), inactives show at the top dose activity change, negative = inhibition, hits mostly inhibitors | hit rate 0.25% among 100,000 | Recombinant GPT2, coupled pyruvate oxidase/HRP Amplex Red fluorescence | Q8TD30; further: potency means the concentration at half of the fitted maximal effect; nearly all actives have a fitted effect of over 60% in size; many of its hits are not listed in these tables
Target sequence (Q8TD30 whole entry, looked up): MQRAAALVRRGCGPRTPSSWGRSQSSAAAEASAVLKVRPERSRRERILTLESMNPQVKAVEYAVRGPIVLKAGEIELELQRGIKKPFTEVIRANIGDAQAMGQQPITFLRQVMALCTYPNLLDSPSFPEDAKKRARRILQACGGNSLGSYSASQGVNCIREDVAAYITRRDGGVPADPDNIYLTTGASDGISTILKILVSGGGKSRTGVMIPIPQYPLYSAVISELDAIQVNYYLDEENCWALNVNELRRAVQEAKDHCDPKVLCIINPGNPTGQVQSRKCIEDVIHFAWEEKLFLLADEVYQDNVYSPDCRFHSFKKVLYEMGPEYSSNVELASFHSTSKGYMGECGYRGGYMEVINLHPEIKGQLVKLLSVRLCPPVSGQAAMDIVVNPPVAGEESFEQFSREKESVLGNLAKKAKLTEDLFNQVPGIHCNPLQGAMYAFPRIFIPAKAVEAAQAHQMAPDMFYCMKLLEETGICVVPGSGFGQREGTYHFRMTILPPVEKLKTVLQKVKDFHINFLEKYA
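Fluorescence of coupled pyruvate oxidase/HRP/Amplex Red system (50uM Amplex, 30 min, dark) reports pyruvate formed by GPT2. Enzyme reaction: 10ng/uL GPT2, 2mM L-alanine, 250uM a-KG, 30 min room temperature, pH 7.5; 50uM AOA control.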
FLuc inh = Photinus pyralis luciferase inhibition | P08659 | purified P. pyralis luciferase, luminescence, biochemical | Potency, µM (series often up to 115 µM), for inactives: at the highest dose activity change, negative = inhibition, most hits filed as inhibitors | hit rate 2.5% among 76,000 | AID 1347043; further: potency means the concentration at half of the fitted maximal effect; nearly all actives have a fitted effect of over 65% in size
Target sequence (P08659 whole entry, looked up): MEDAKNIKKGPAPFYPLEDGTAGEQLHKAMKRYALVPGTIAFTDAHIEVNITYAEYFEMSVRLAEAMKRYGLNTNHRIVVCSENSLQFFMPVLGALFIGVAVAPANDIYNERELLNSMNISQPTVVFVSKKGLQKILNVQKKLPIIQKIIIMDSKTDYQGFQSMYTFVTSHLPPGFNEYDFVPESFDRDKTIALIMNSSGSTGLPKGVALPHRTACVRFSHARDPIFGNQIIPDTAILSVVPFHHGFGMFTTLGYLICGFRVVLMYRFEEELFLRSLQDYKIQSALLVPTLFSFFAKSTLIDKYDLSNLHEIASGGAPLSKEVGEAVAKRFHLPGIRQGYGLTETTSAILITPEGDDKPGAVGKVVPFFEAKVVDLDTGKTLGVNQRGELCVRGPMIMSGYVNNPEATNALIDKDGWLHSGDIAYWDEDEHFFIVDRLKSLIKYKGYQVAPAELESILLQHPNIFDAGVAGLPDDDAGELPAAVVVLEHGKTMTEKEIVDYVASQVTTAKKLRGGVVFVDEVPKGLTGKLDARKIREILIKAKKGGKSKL
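FLuc 10nM, D-luciferin 10uM, ATP 10uM, Mg acetate 10mM, Tris acetate pH 7.5, Tween/BSA; cpd qHTS; enzyme added last; CCD luminescence.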
NIH3T3 tox = cytotoxic compounds in NIH 3T3 cells; NIH 3T3 viability, CellTiter-Glo ATP luminescence, 48-72 h; hit rate 4.3% among 94,000; Potency, µM (highest dose often 96.7 µM), without a hit: at the highest dose activity change, negative = cytotoxicity, hits mostly inhibitors; further: potency means the concentration at half of the fitted maximal effect; nearly all actives have a fitted effect of over 55% in size
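Cells were seeded at 400 per well, treated with pin-transferred compound, and kept 48 or 72 hr at 37 °C before CellTiter-Glo addition and luminescence imaging of cellular ATP.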
SNCA expr inh = reduces expression of the alpha-synuclein gene | hit rate 0.17% among 140,000 | HEK-293 SNCA-luciferase knock-in, luminescence, 24 h | Potency, µM (highest dose often 57.2 µM), inactives show at the top dose activity change, negative = inhibition, actives largely listed as inhibitors | AID 1671194;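 further: potency means the concentration at half of the fitted maximal effect; plate controls were DMSO cells for no effect and cell-free wells for full effect; nearly all actives have a fitted effect of over 45% in size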
The depositor's hits bear a star; i = inactive; ? = inconclusive; . = no result given; [ ] = another dose, or the depositor's remark. Unless noted, the call rests on the fitted dose curve; in most records, active means well fitted curve in the direction sought with a large enough effect; inconclusive means small, poorly fitted or top-dose-only effect, or another doubt; inactive means no such curve, though single readings can be large; an effect the other way counts as inactive or inconclusive. Unless noted, on the % scale 0 is the no-effect control and ±100 the full control effect. Not all compounds are listed; rates above refer to the full screens.

SMILES | IP6K1 inh | HEK293 viab | HEK293 tox | GPT2 inh | FLuc inh | NIH3T3 tox | SNCA expr inh
Cc1ccc(CN2CCCC(Cc3ncc(C)n3Cc3ccccc3)C2)o1 (stereo unspecified) | 9 | -19% | ? | 4% | 7% | ? | 0%
CN(CC(=O)O)C(=O)[C@H]1C[C@@](C)(C(=O)O)N(C)[C@H]1c1ccc(Cl)cc1 | 16 | 7% | i | -1% | 1% | 1% | 1%
COc1ccc(Cl)cc1NC(=O)CCCN1C(=O)C(c2ccccc2)Oc2cccnc21 (stereo unspecified) | 26 | -6% | . | . | . | . | 1%
CCOCC1(C)COc2ccc(C(=O)Nc3cccc(OC)c3)cc2N1 (stereo unspecified) | -2 | -12%[87.6 µM] | ? | -25%[88.5 µM] | 20µM* | -30%[138 µM] | 14%[87.6 µM]
Cc1ccc(-n2c(=O)c3oc4ccccc4c3n(CC(=O)Nc3ccccc3)c2=O)cc1C | 30 | -18% | . | . | . | . | 77%[activator]
Cc1ccsc1CN1CC(Oc2ccc(-c3noc(C4CCOCC4)n3)cc2)C1 | 6 | -9% | 20µM* | i | . | 40µM* | -8%
COCCN(C)C[C@H]1C[C@H](CO)CN(C(=O)c2csc(C(C)=O)c2)C1 | -15 | -22% | 2% | -1% | -4% | -15% | -3%
CCCCCCn1nnc2sc(-c3ccccc3)cc2c1=O | 30 | 6% | . | . | . | . | 9%
CC(C)N1C[C@@H]2C[C@H]1C(=O)N(Cc1ccc(OC(F)(F)F)cc1)c1ccccc1O2 | 11 | -10%[87.6 µM] | 71µM* | -14%[88.5 µM] | -1%[172 µM] | ? | -16%[87.6 µM]
O=c1c(N2CCc3ccccc3C2)csc2ccc(Br)cc12 | -23 | 3% | . | . | . | . | 44%[activator]
COc1cccc(N2C(=O)N[C@@H]3CCN(S(=O)(=O)c4ccccc4)[C@@H]3C2=O)c1 | 7 | 5%[87.6 µM] | -7%[172 µM] | 3%[88.5 µM] | 13%[172 µM] | 4%[174 µM] | -29%[87.6 µM]
COc1ccccc1CNS(=O)(=O)c1c(C)nc2sccn2c1=O | 2 | 2% | . | . | . | . | 15%
CN1CCC(NC[C@H]2Cn3c(-c4ccc5c(c4)OCCO5)cnc3CO2)CC1 | 17 | 0%[87.6 µM] | ? | -7%[88.5 µM] | -16%[172 µM] | ? | 28%[87.6 µM]
C/C=C/C=C/[C@@H]1O[C@](O)([C@H](CC)C(=O)NC/C=C/C=C(\C)[C@@H](OC)[C@@H](C)C2OC(/C=C/C=C/C=C(\C)C(=O)c3c(O)cc[nH]c3=O)[C@H](O)[C@@H]2O)[C@H](O)[C@H](O)C1(C)C (stereo partly specified) | 0 | 29%[23.9 µM] | . | -16%[17.1 µM] | . | . | .
Cc1ccc(C(=O)c2sc(Nc3ccccc3F)c(S(=O)(=O)c3ccccc3)c2N)c(C)c1 | 5 | -6% | . | . | . | . | 1%
CCOCCN1CCN([C@@H]2c3ccccc3C3(CCNCC3)[C@H]2O)CC1 | 9 | 0% | 0% | 4% | -8% | i | 54%[activator]
COc1ccc(-c2cn3c(n2)N(C(=O)Cc2cccs2)CCC3)cc1 | -11 | 0% | ? | i | -14% | ? | 46%[activator]
COc1ccccc1Cn1c(=O)c(C(=O)N2CCN(C(=O)c3ccc(Cl)nc3)CC2)nc2cccnc21 | -2 | 0% | -2% | i | . | -27% | -10%
COCC(=O)N(C1CCOCC1)C1CCN(C(=O)c2ccncc2)CC1 | 6 | 8% | -3% | -22% | 6% | -10% | -13%
COc1cccc(NC(=O)CSc2nnc(-c3cccs3)o2)c1 | 22 | 4% | . | . | . | . | 180%[activator]
CCn1ncc(CN2C[C@@H](CO)[C@H](NC(C)=O)C2)c1C | -7 | -4% | 2% | 1% | -12% | -9% | 45%[activator]
CC(=O)Nc1ccc(CN2CCC[C@H]2c2nc(-c3ccnc(NS(C)(=O)=O)c3)no2)cc1 | 12 | 3% | -2% | -17% | 9% | -16% | 26%
Cc1cc(C)c(S(=O)(=O)Nc2ccc3oc(C)c(C(=O)OC(C)C)c3c2)cc1C | 13 | -7% | . | . | . | . | -14%
CCOC(=O)c1ccc(NC(=O)c2cnn(-c3ccc(C)cc3C)c2C2CCN(C(=O)OC(C)(C)C)CC2)cc1 | -6 | 9% | . | . | . | . | ?
COCCn1c(=O)c2c(n1Cc1ccccc1)CN(Cc1ccc3c(c1)CCO3)CC2 | 2 | -3%[87.6 µM] | 0%[172 µM] | i | -11%[172 µM] | ? | ?
Continuation.
SMILES | IP6K1 inh | HEK293 viab | HEK293 tox | GPT2 inh | FLuc inh | NIH3T3 tox | SNCA expr inh
COc1cccc(CN2CCC3(C2)NC(=O)c2ccccc2O3)c1 (stereo unspecified) | 16 | 5%[87.6 µM] | ? | i | -6%[172 µM] | ? | -5%[87.6 µM]
CS(=O)(=O)c1ccc(OCC2(CNC(=O)c3cnccn3)C[C@@H](O)[C@@H](O)C2)cc1 (stereo partly specified) | 6 | 0% | 4% | i | -6% | 2% | 6%
Cc1ccc(NC(=O)N2CCCCC2c2nc(CCOCC3CC3)no2)cc1C (stereo unspecified) | 1 | 4% | ? | -10% | -7% | ? | 49%[activator]
c1ccc2oc([C@H]3CCN(C4CCCCC4)C3)nc2c1 | 3 | -1%[87.6 µM] | -19%[230 µM] | -26%[88.5 µM] | ? | -25%[174 µM] | 92%[activator][87.6 µM]
COCC(=O)Nc1ccc([C@@H](O)[C@H]2COCC(=O)N2Cc2ccncc2)cc1 | -4 | 0%[87.6 µM] | i | 3%[88.5 µM] | -5%[172 µM] | i | -6%[87.6 µM]
CCCNc1cc(N2CCC(CCC(=O)NCC)CC2)ncn1 | 12 | -15% | i | -2% | -23% | -7% | 2.5µM*
O=C(Cn1cccc1-c1nc(-c2ccc3c(c2)OCO3)no1)N1CCN(c2ccccc2)CC1 | 32 | -5% | ? | i | 4% | 0% | -16%
Cc1cc(=O)n(CC(=O)Nc2ccc(C)c(F)c2)c(N2CCc3ccccc3C2)n1 | 1 | ? | 8.9µM* | i | -6% | ? | ?
COc1ccc(CN(C(=O)Nc2cccc(Cl)c2)c2ccccn2)cc1OC | -13 | -21% | . | . | . | . | 52%[activator]
Cc1ccc(C2Cn3nnc(C(=O)N4CCN(C(=O)COc5cccc(C)c5)CC4)c3CO2)cc1 (stereo unspecified) | 1 | -9% | 12% | 2% | 8% | i | -3%
Cn1c(=O)cc(SCC(=O)NCc2ccc(F)cc2)c2cc(Cl)ccc21 | 14 | 5% | . | . | . | . | -10%
c1ccc(CCNc2ncncc2-c2nc(-c3ccccc3)no2)cc1 | -6 | 3% | ? | i | -6% | -3% | 1%
CCOc1ccc(C(=O)c2cn(CC(=O)Nc3ccc(C)c(C)c3)c3ccc(OCC)cc3c2=O)cc1 | -23 | 5% | . | . | . | . | 38%[activator]
CNC(=O)C1(N2CCC[C@H]2C(=O)NC(C)C)COC1 | 3 | 5%[87.6 µM] | -1%[230 µM] | 2%[88.5 µM] | -3%[230 µM] | 0%[230 µM] | 7%[87.6 µM]
C=CCOc1c(OC)ccc2c1CN(C1CCCC1)C(=O)CCN2CC(O)COc1ccc(OC)cc1 (stereo unspecified) | 8 | . | ? | . | . | ? | .
O=C(Cn1ccn2nc3c(c2c1=O)CCCCC3)NCc1ccc(F)cc1 | 13 | 2% | -20% | i | -4% | -8% | 9%
O=C(c1ccc(Cl)nc1)N1CCN(C(=O)c2nc3cccnc3n(C3CCCC3)c2=O)CC1 | 18 | -2% | -15% | i | . | -22% | -2%
O=C(C1COc2ccccc2O1)N1CCN(c2nc3ccc(F)cc3s2)CC1 (stereo unspecified) | 1 | 3% | . | . | . | . | 76%[activator]
O=C(Nc1ccccc1F)C1CCCCN1Cc1ccc(-c2cccs2)cc1 (stereo unspecified) | 2 | -3%[12.5 µM] | ? | -4% | . | ? | ?
CCOc1ccccc1NC(=O)C(NS(=O)(=O)c1cccc2nsnc12)c1ccccc1 (stereo unspecified) | 7 | 3% | . | . | . | . | 1%
Cc1cc(C(=O)NCc2ccccc2C)c2c(C)nn(-c3cccc(F)c3)c2n1 | -2 | 2% | . | . | . | . | 4%
COc1cccc(CN2CCC([C@H]3[C@@H](OC)C(=O)N3C(C)C)CC2)n1 | 7 | 1% | -10% | -2% | -8% | -2% | 0%
COc1ccccc1-c1nnc([C@H]2CCN(Cc3ccc(C(=O)O)cc3)C2)o1 | 16 | 1%[87.6 µM] | -4%[172 µM] | 0%[88.5 µM] | 0%[172 µM] | -30%[174 µM] | -19%[87.6 µM]
Cc1ccccc1C(=O)N1CCC2(CC1)C(=O)N(c1cccc(F)c1)C2c1ccccc1 (stereo unspecified) | 4 | ? | 25µM* | ? | . | 35µM* | ?
CCc1cc(=O)n(CC(=O)Nc2ccc(Br)cc2F)c(N2CCOCC2)n1 | 6 | -9% | ? | i | 8% | ? | -16%

Three entries picked at random from the list so far:
SMILES | IP6K1 inh | HEK293 viab | HEK293 tox | GPT2 inh | FLuc inh | NIH3T3 tox | SNCA expr inh
Cc1ccccc1C(=O)N1CCC2(CC1)C(=O)N(c1cccc(F)c1)C2c1ccccc1 (stereo unspecified) | 4 | ? | 25µM* | ? | . | 35µM* | ?
O=C(C1COc2ccccc2O1)N1CCN(c2nc3ccc(F)cc3s2)CC1 (stereo unspecified) | 1 | 3% | . | . | . | . | 76%[activator]
O=C(Nc1ccccc1F)C1CCCCN1Cc1ccc(-c2cccs2)cc1 (stereo unspecified) | 2 | -3%[12.5 µM] | ? | -4% | . | ? | ?

Carrying on:
SMILES | IP6K1 inh | HEK293 viab | HEK293 tox | GPT2 inh | FLuc inh | NIH3T3 tox | SNCA expr inh
O=C1NCc2ccccc2CC12CCN(Cc1cccnc1)CC2 | 15 | -6% | -6% | i | . | -6% | -19%
Cc1cc(Nc2cccc(C(F)(F)F)c2)nc2ccc(NC(=O)c3cccnc3)cc12 | 21 | ? | . | . | . | . | ?
COCCOC1CN(C2CCN(C(=O)Cc3cccc(F)c3)CC2)C12CCCCC2 (stereo unspecified) | -3 | -4% | ? | 5% | 2% | -5% | -12%
CNC(=O)c1cc(C)nc2onc(C3CCCN(C(=O)C4CCCC4)C3)c12 (stereo unspecified) | -8 | . | -12% | . | . | -9% | .
Cc1cccc(CN2C[C@@H]3C(=O)N(Cc4ccc5c(c4)OCO5)C(=O)[C@@H]3C2)c1 | -11 | 5% | ? | -8% | 7% | ? | -19%
Cc1ccc(CNC(=O)c2ccccc2NC(=O)c2nsc3ccccc23)cc1 | 19 | -9% | . | . | . | . | 127%[activator]
Cc1cn2nc(C(=O)Nc3cc(F)cc(F)c3)cc2c(N(C)Cc2ccccc2)n1 | -6 | 17% | ? | i | -14% | ? | 116%[activator]
COc1cc(SC)ccc1C(=O)N[C@@H]1C=C(C(=O)N[C@@H](Cc2ccc(O)cc2)C(N)=O)C[C@@H](O)[C@@H]1O | 24 | 1% | -7% | -9% | 6% | 0% | -10%

Screening results as filed in PubChem BioAssay.
